Screening results deposited in PubChem BioAssay by The Scripps Research Institute Molecular Screening Center.
GPR151 ag: activates the human receptor GPR151; Q8TDV0; PathHunter beta-arrestin GPR151 cells, luminescence; activation, % at 11.2 µM; 650,000 tested, 1% active; AID 1508602; in the data active = activation above about 4.9%;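 note: 0% = median of compound wells and 100% = cells with positive control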
Target sequence (Q8TDV0 whole entry, looked up): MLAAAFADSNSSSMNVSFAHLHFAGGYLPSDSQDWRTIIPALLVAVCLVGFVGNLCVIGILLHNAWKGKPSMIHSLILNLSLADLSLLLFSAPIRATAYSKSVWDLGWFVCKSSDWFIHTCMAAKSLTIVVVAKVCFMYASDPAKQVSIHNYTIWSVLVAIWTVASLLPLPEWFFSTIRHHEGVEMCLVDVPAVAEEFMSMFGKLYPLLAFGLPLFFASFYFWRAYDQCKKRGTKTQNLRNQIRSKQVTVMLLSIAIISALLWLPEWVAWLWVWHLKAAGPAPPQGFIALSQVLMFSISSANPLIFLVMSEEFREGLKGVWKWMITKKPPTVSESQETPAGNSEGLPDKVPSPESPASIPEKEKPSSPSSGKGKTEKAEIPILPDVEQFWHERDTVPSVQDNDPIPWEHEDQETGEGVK
TEAD-YAP inh: TEAD-YAP interaction inhibition. 640,000 tested, 1.4% active. AID 1259422. inhibition, % at 9.12 µM. HEK-TIYL cells, TEAD-Gal4/YAP UAS-luciferase luminescence; in the data active = inhibition above about 32%;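 note: 0% = median of test compound wells and 100% = reference inhibitor wells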
FBW7 act: human FBW7 E3 ligase activation, primary screen. normalized activity (activation), % at 26.1 µM. 650,000 tested, 0.13% active. AID 1259310. AlphaScreen FBW7–phospho-cyclin E peptide binding, activator screen; in the data active = normalized activity above about 1.9%;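 note: purified mutant Fbw7 with reduced substrate affinity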
MITF inh: human MITF inhibition, primary screen. O75030. inhibition, % at 2.6 µM. 650,000 tested, 0.91% active. AlphaScreen MITF homodimerization, bead proximity signal; in the data active = inhibition above about 50%;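 note: 0% = vehicle wells with protein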
Target sequence (O75030 whole entry, looked up): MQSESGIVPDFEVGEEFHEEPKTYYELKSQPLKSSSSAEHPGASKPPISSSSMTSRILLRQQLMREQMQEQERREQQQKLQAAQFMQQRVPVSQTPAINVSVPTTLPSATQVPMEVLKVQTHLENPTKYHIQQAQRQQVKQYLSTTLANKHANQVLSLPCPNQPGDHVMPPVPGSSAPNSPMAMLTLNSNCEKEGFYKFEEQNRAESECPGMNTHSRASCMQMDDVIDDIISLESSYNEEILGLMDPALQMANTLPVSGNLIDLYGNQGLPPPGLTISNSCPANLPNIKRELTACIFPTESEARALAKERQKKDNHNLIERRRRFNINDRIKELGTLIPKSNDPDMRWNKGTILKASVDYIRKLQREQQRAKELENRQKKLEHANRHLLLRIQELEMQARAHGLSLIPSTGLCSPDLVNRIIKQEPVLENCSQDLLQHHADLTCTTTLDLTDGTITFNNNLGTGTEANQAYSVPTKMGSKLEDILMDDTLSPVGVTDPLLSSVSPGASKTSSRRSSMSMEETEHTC
* marks the source's active call; other numbers are inactive results.

SMILES	GPR151 ag	TEAD-YAP inh	FBW7 act	MITF inh
COc1ccccc1CNC(=O)C1CCCN(S(C)(=O)=O)C1 (stereo unspecified)	-0.5	6	0.0	7
COc1cc(-c2nc3s/c(=C\c4ccc(C)o4)c(=O)n3n2)cc(OC)c1OC	2.6	13	0.0	0
COc1ccc(CN(CCC(c2ccc3c(c2)OCO3)c2ccccc2OC)C(=O)c2ccco2)cc1 (stereo unspecified)	0.0	-5	-0.1	6
O=C(CCN1C(=O)C2C3C=CC(C3)C2C1=O)Nc1ccc(F)cc1Cl (stereo unspecified)	0.4	8	0.0	7
NS(=O)(=O)c1ccc(NS(=O)(=O)c2ccc(NC(=O)C3CCCCC3)cc2)cc1	2.9	-1	0.0	15
COc1cc(OC)cc(C(=O)NC2CCN(CC(N)=O)CC2)c1	-0.1	-3	0.0	-8
Cn1c(=O)[nH]c(N2CCC(O)CC2)c(Cc2ccccc2Br)c1=O	-0.7	6	-0.1	-4
COc1ccc(CC(=O)OCC(=O)Nc2ccccc2C(C)=O)cc1	-1.2	2	0.7	5
Cc1cccc(NC(=O)Cn2c(C3CC3)nc3c(cnn3-c3ccccc3)c2=O)c1C	0.9	2	0.0	-6
Cc1ccccc1NC(=O)CSc1nc2cc(-c3ccccc3)sc2c(=O)n1C	-0.3	3	-0.1	3
CN(C)S(=O)(=O)c1cc(NC(=O)CSc2nnc(N)s2)ccc1Cl	-1.2	-2	0.3	17
CCOC(=O)CCN(Cc1ccccc1)S(=O)(=O)c1cccc(C(F)(F)F)c1	2.6	-11	0.5	19

Whole records as entered above.
Results for COc1cc(-c2nc3s/c(=C\c4ccc(C)o4)c(=O)n3n2)cc(OC)c1OC : GPR151 ag = 2.6; TEAD-YAP inh = 13; FBW7 act = 0.0; MITF inh = 0
Results for CN(C)S(=O)(=O)c1cc(NC(=O)CSc2nnc(N)s2)ccc1Cl : GPR151 ag = -1.2; TEAD-YAP inh = -2; FBW7 act = 0.3; MITF inh = 17
Results for NS(=O)(=O)c1ccc(NS(=O)(=O)c2ccc(NC(=O)C3CCCCC3)cc2)cc1 : GPR151 ag = 2.9; TEAD-YAP inh = -1; FBW7 act = 0.0; MITF inh = 15

(list continues)
SMILES	GPR151 ag	TEAD-YAP inh	FBW7 act	MITF inh
CN(C)S(=O)(=O)c1ccc(C(=O)OC2CCCc3ccccc32)cc1 (stereo unspecified)	4.3	-8	-0.1	-12
Cc1c(NC(=S)NC(=O)CCc2ccccc2)c(=O)n(-c2ccccc2)n1C	0.5	9	0.1	4
CCCNC(=O)c1c(NC(=O)COc2ccccc2)sc2c1CCCC2	-0.8	10	0.4	2
CN(C)C(=O)c1cc(-c2cn[nH]c2)ccc1NC(=O)[C@@H]1Cc2cc(F)ccc2CN1	0.6	1	-0.2	1
CCCN=Cc1c(O)n(C2CCCCC2)c(=O)n(C2CCCCC2)c1=O	-0.6	6	-0.1	3
Cc1ccc(NCC(=O)N/N=C\C=N/NC(=O)CNc2ccc(C)cc2)cc1	0.7	-9	0.3	12
CC1=C(C(=O)OC2CCCCC2)C(c2ccc([N+](=O)[O-])cc2)n2ncnc2N1 (stereo unspecified)	0.0	-3	0.0	-6
CC(=O)OCCSc1cccc2c(SCCOC(C)=O)cccc12	0.8	-17	0.0	11
CCc1ccc(-c2cc(C(=O)OCC(=O)c3ccc(Cl)cc3)c3cccc(C)c3n2)cc1	-0.4	-16	0.0	-3
O=C(COc1ncnc2cc([N+](=O)[O-])ccc12)Nc1ccc(F)c(Cl)c1	-1.2	9	0.2	7
Cc1ccc(-c2noc(-c3ccc(Br)cc3)n2)cc1	0.3	-16	0.1	5
COC(=O)/C(=C\Nc1ccc(O)cc1)[N+](=O)[O-]	2.1	5	-0.2	-19
CCOC(=O)c1cnc2ccc(OCC)cc2c1Nc1cccc(C(=O)O)c1	2.1	4	0.0	-3
O=C(COC(=O)c1ccc(NS(=O)(=O)c2cccs2)cc1)c1cccc([N+](=O)[O-])c1	1.2	5	-0.1	-8
Nc1c(Br)cc(Br)c(N2CCCC2=O)c1Br	0.9	1	0.1	4
CCNc1nc(NCC)n2c(SCC(=O)Nc3nccs3)nnc2n1	-0.1	2	0.0	-10
COc1ccc(S(=O)(=O)Nc2cccc(-c3nc4cccnc4s3)c2)cc1OC	-0.8	-12	0.6	5
O=C1N=C(N2CCCCCC2)S/C1=C\c1ccccc1O	-0.2	-4	0.1	8
Cc1ccc(S(=O)(=O)N2CCN(CC(O)CCl)CC2)cc1 (stereo unspecified)	-3.2	-7	0.1	23
COc1ccc(C(=O)COC(=O)[C@@H](NS(=O)(=O)c2ccccc2)C(C)C)cc1	0.4	-8	0.0	0
O=C(CCN1C(=O)C2C3C=CC(C4CC34)C2C1=O)Oc1ccccc1 (stereo unspecified)	-0.1	4	-0.2	-3
Cc1oc2cc(O)ccc2c(=O)c1-c1nc2ccccc2s1	-1.3	-47	-0.1	14
CCC(C(=O)Nc1cccc(OC)c1)n1nnc(C(=O)OC)c1C(=O)OC (stereo unspecified)	-0.4	-5	-0.1	4
Cc1ccccc1NCC(O)Cn1c2ccc(Br)cc2c2cc(Br)ccc21 (stereo unspecified)	0.4	-2	-0.1	-1
Cc1cccc(OCCCC(=O)NNC(=O)c2ccc(Br)s2)c1	-0.7	0	-0.2	15
COc1cc(C(=O)NNC(=O)COc2ccc3ccccc3c2)cc(OC)c1OC	-1.8	-4	-0.2	-5
COc1cc(C(=O)Nc2sc(Cc3ccccc3)c(C)c2C(N)=O)cc(OC)c1OC	0.3	-1	0.2	-2
O=C(CSCc1ccc(F)cc1)NC1CCCCC1	2.4	-54	0.5	20
c1ccc(Oc2nc(-c3cccnc3)nc3ccccc23)cc1	0.6	23	0.5	8
CCOc1ccc(Nc2nc(N)nc(CN3CCN(c4cccc(Cl)c4)CC3)n2)cc1	1.7	6	-0.2	-14
CCCN1CCN(CCCNC(=O)C2=C(C)C(=O)OC23CCCCC3)CC1	-0.1	-7	0.0	-7
Cc1nc2c(cc1NC(=O)c1ccccc1)nc(C)n2Cc1ccccc1	-0.9	-9	1.4	3
COc1ccc(S(=O)(=O)NCCc2sc(-c3cccc(C)c3)nc2C)cc1OC	2.0	-7	0.6	15
Cc1cccc(C(c2sc3nc(C)nn3c2O)N2CCOCC2)c1 (stereo unspecified)	-0.2	-7	0.1	-8
CCC(=O)n1cc(/C=C2\SC(=NC)N(C)C2=O)c(-c2ccccc2)n1	-0.1	-17	-0.2	-9
C=CCc1cccc(Cl)c1OCCOCCN1CCN(C)CC1	-0.5	8	0.2	8
Cc1cccc(NC(=O)c2c(NC(=O)Cc3ccccc3)sc3c2CCCC3)c1	1.0	-3	-0.1	-9
FC(F)Sc1ccc(NC(=S)NN2CCOCC2)cc1	1.1	-6	-0.1	4
CCN(CC)S(=O)(=O)c1cccc(C(=O)Nc2ccccc2C(=O)N2CCCC2)c1	-0.5	10	-0.1	6
Cc1ccc(NC(=O)C(=O)NCc2cccnc2)cc1	-0.4	-16	0.0	-2
c1ccc(NCn2nnc3ccccc32)nc1	-0.8	8	0.1	14
CCOc1ccccc1NC(=O)c1c(NC(=O)C(C)Oc2ccc(Cl)cc2)sc2c1CCCCC2 (stereo unspecified)	1.0	1	0.2	6
Cc1ccccc1N(CC(=O)N1CCCC1)S(=O)(=O)c1ccc(Cl)cc1	-0.1	-12	0.1	19
Cn1c(=O)c2c(nc(N3CCOCC3)n2CCNC2=NCCCCC2)n(C)c1=O	0.6	5	0.4	1
O=c1[nH]c2cccnc2n1Cc1cccs1	-0.8	-8	0.2	20
Cc1cccc(NC(=O)CC2S/C(=N/c3nc4ccccc4s3)N(C)C2=O)c1 (stereo unspecified)	3.0	-5	-0.1	0
COC(=O)Cc1ccc(NC(=S)NC2CCCCC2)cc1	-0.9	-12	0.2	14
CCC(CC)N[C@@H]1C[C@@H](C(=O)N2CCc3cc(OC)c(OC)cc3C2)N(CC(C)C)C1	2.1	-9	-0.1	5

Some of the entries so far, as labelled records.
SMILES: Cc1ccc(NCC(=O)N/N=C\C=N/NC(=O)CNc2ccc(C)cc2)cc1
  GPR151 ag: 0.7; TEAD-YAP inh: -9; FBW7 act: 0.3; MITF inh: 12
SMILES: CN(C)S(=O)(=O)c1ccc(C(=O)OC2CCCc3ccccc32)cc1 (stereo unspecified)
  GPR151 ag: 4.3; TEAD-YAP inh: -8; FBW7 act: -0.1; MITF inh: -12
SMILES: FC(F)Sc1ccc(NC(=S)NN2CCOCC2)cc1
  GPR151 ag: 1.1; TEAD-YAP inh: -6; FBW7 act: -0.1; MITF inh: 4
SMILES: Cc1oc2cc(O)ccc2c(=O)c1-c1nc2ccccc2s1
  GPR151 ag: -1.3; TEAD-YAP inh: -47; FBW7 act: -0.1; MITF inh: 14

Carrying on:
SMILES	GPR151 ag	TEAD-YAP inh	FBW7 act	MITF inh
Cc1ccc(C(=O)NC2CCCCNC2=O)cc1C (stereo unspecified)	-3.8	-43	-0.6	-13
Cc1cc(C(F)(F)F)nn1CC(=O)Nc1sc2c(c1C#N)CCCCC2	-0.2	1	0.2	11
Cc1cc(=O)n2c(c1C#N)SC1CCCCC12O (stereo unspecified)	0.0	7	-0.1	-1
COC(=O)c1cc(S(=O)(=O)NC2CCCCCC2)c[nH]1	-2.7	-3	-0.1	16
COc1ccc(OC)c(-c2cc(C(=O)NCC(C)C)no2)c1	-1.1	-19	0.0	9
Cn1c(=O)c2c(SCC(=O)N3CCOCC3)nc(CC(C)(C)C)nc2n(C)c1=O	0.7	3	0.1	3
O=C(Nc1cccc(-c2nc3ccccc3[nH]2)c1)c1ccc([N+](=O)[O-])o1	-0.8	-8	-0.1	11
Cc1cc(C)cc(C(=O)NCCCN2CCOCC2)c1	1.7	-1	-0.1	5
N#C/C(=C/N1CCOCC1)c1ccccc1	0.5	-7	0.0	-18
CN(C)NC(=S)NC1CCS(=O)(=O)C1 (stereo unspecified)	1.4	-3	0.1	-7
CC(=O)N1N=C2/C(=C/c3cccc([N+](=O)[O-])c3)CCCC2C1c1cccc([N+](=O)[O-])c1 (stereo unspecified)	0.5	5	0.1	-7
CC(=O)Nc1ccc(N=Cc2ccc(OC(=O)c3ccccc3)cc2)cc1	-0.7	3	-0.3	-3
COCCn1nnnc1C(c1ccc2ncccc2c1)N1CCN(c2ccccc2F)CC1 (stereo unspecified)	0.7	-8	0.0	11
CCCCC1CCC(C(=O)Nc2nnc(SCC(=O)Nc3nccs3)s2)CC1 (stereo unspecified)	0.4	-5	0.0	-3
Cc1cccc(NC(=O)c2cc3ccccc3oc2=O)c1	-2.2	-38	0.1	14
CNC(=O)c1cc([N+](=O)[O-])c(C)c([N+](=O)[O-])c1	-1.3	11	0.2	21
C=CCN1C(=O)C2C(c3ccc(C)cc3)C3C=CC2(O3)C1C(=O)NC1CCCC1 (stereo unspecified)	-0.9	1	0.2	7
Cc1ccc(NS(=O)(=O)c2cc(C(N)=O)ccc2Cl)cc1C	0.7	2	0.1	5
COC(=O)c1cccc(NC(=O)Cc2ccc(Cl)cc2)c1	-1.8	-40	-0.1	-6
CCOc1ccc(N(CC(=O)Nc2cccc(Cl)c2C)S(=O)(=O)c2ccccc2)cc1	0.7	7	-0.1	-1
O=C(C1CCCO1)N1CCN(C(=S)NC2CC2)CC1 (stereo unspecified)	0.5	-8	0.1	17
Cc1ccc(-c2cc(COC(=O)c3cccs3)no2)cc1	-6.7	2	-0.1	-2
O=C(O)c1cccc(COc2cccc3ccccc23)c1	-7.2	-51	0.1	11
Cc1nc2sc(C(=O)Nc3ccccc3F)c(C)c2c(=O)[nH]1	-1.5	-21	0.1	-11
CC(C)(C)c1ccc(-c2csc(NC(=O)c3cccc(F)c3)n2)cc1	-0.8	-10	0.2	23
COc1ccc(-c2noc(Cc3ccccc3OC)n2)cc1	-0.3	-30	0.2	-25
CC(NC(=O)CN1C(=O)NC(Cc2ccccc2)(c2ccccc2)C1=O)c1ccccc1 (stereo unspecified)	-2.1	4	0.0	1
CC(C(=O)O)C1Sc2ccccc2NC1=O (stereo unspecified)	2.8	-9	0.0	-3
Cc1cc(O)c(NC(=O)c2cc3ccccc3o2)cc1C	1.6	-62	0.1	7
O=C(Nc1ccc(F)cc1)N(CCO)Cc1cc2cc3c(cc2[nH]c1=O)OCCO3	0.0	7	-0.2	5
COc1ccc(Cl)cc1NC(=O)Nc1ccc(CN2CCN(C)CC2)cc1	-2.0	-4	-0.4	-5
COCCNc1nc(-c2cccc(Cl)c2Cl)ccc1C(=O)NCCNC(C)=O	-1.0	10	0.3	21
CCCCn1c(=O)c(C#N)cc2c(=O)n3ccccc3nc21	1.1	9	0.0	14
CCOc1ccc(-n2c(SCC(=O)Nc3ccc(OC)cc3OC)nc3c(c2=O)SCC3)cc1	-0.2	-9	0.0	6
Cc1cc(C(=O)CSc2nnc3ccccn23)c(C)n1Cc1ccccc1	-2.8	64*	0.0	1
NC(=O)c1ccccc1N=c1oc2ccccc2cc1C(N)=O	-1.7	-39	-0.1	4
CCc1ccccc1NC(=O)COc1cc(Cl)ccc1Cl	-0.4	-3	0.4	6
COc1cccc2sc(N3CCN(S(=O)(=O)c4ccc(C)cc4)CC3)nc12	0.7	10	-0.1	-1
COc1ccc(C2=NN(C(C)=O)C(c3ccccc3)C2)cc1OC (stereo unspecified)	1.1	-17	0.5	10
O=C(c1ccccc1)N1CCn2c(nc3ccccc32)C1	0.9	1	0.0	-1
COc1ccc(S(=O)(=O)N2N=C(C)Oc3ccccc3C2=O)cc1	5.2*	44*	0.0	3
COc1ccc(N=Cc2nc(-c3cccc4ccccc34)oc2O)cc1Cl	-0.5	-6	0.0	-8
COC(=O)c1ccc(CNC(=O)Cn2nnnc2CN2CCCCCC2)cc1	0.9	-6	-0.1	2
Cc1cccc(OCCOc2ccc(/C=C3/C(=N)N4N=C(C(C)C)SC4=NC3=O)cc2)c1	-0.9	-1	0.0	8
